HT1080 IDH1KD tx – HT-1080 IDH1 knockdown cell toxicity (counter line); HT-1080 IDH1 knockdown viability, ATP luminescence, 48 h; 360,000 compounds, 2% hits; Potency, µM (top dose mostly 46.1 µM), for the others: top-dose activity, negative = toxicity, hits mostly cytotoxic;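 also: potency is read from the fitted curve at half-maximal effect; 0% = DMSO wells and -100% = cell-free medium wells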
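% activity derives from luminescence (CellTiter-Glo), normalised to DMSO and no-cell wells. HT-1080-IDH1KD cells, 750/well, had 48 h compound exposure at 37 °C.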
SW480 rerep – induces DNA re-replication in SW480 colon adenocarcinoma cells; Potency, µM (series often up to 46.1 µM), without a hit: at the top dose re-replication activation, hits mostly activators; 340,000 compounds, 1.8% hits; SW480 DNA re-replication, Hoechst DNA content imaging, 48 h; also: potency is read from the fitted curve at half-maximal effect; % of control where 0% means no effect; nearly all actives have a fitted effect of over 55% in size
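Cells (250 per well) received 23 nL compound or DMSO by pin tool and were kept 48 hr at 37 C, 5% CO2. Nuclei were then stained with Hoechst for 40 min and scanned for DNA content.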
KB-3-1 tox – kills parental KB-3-1 adenocarcinoma cells; AID 1347075; KB-3-1 viability, CellTiter-Glo ATP luminescence, 72 h; Potency, µM (doses to about 46.1 µM), inactives show at the highest dose activity change, negative = cytotoxic, most hits filed as cytotoxic; 400,000 compounds, 1.4% hits; also: potency is read from the fitted curve at half-maximal effect; % is scaled to controls: 0 for no effect and ±100 for the full control effect; nearly all actives have a fitted effect of over 60% in size
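Using CellTiter-Glo luminescence, growth of non-resistant KB-3-1 adenocarcinoma cells is assessed 72 h after pin-tool compound addition at 37 °C. Normalized responses across the concentration series yield fitted curves.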
KB-V1 MDR tox – KB-V1 MDR subline cytotoxicity | KB-V1 MDR cells viability, CellTiter-Glo, 72 h | AID 1347076 | Potency, µM (series often up to 46.1 µM), for the others: top-dose activity change, negative = cytotoxicity, actives largely listed as cytotoxic | 400,000 compounds, 3.4% hits; also: potency is read from the fitted curve at half-maximal effect; % is scaled to controls: 0 for no effect and ±100 for the full control effect; nearly all actives have a fitted effect of over 60% in size
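qHTS viability screen in drug-selected KB-V1 MDR cells: 72 h compound treatment at 37 degrees C, ATP luminescence end point.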
D3 antag – blocks the human D3 dopamine receptor; D3R cells, DiscoveRx beta-arrestin luminescence, antagonist mode; stronger effect = lower value; max response, negative = inhibition, %; AID 652054; 360,000 compounds, 2.5% hits; P35462; in the data active = max response below about -50%; inconclusive = no clear call, values can overlap the other calls; also: % is scaled to controls: 0 for no effect and ±100 for the full control effect; mostly tested at two doses, the higher about 12 µM
Target sequence (P35462 whole entry, looked up): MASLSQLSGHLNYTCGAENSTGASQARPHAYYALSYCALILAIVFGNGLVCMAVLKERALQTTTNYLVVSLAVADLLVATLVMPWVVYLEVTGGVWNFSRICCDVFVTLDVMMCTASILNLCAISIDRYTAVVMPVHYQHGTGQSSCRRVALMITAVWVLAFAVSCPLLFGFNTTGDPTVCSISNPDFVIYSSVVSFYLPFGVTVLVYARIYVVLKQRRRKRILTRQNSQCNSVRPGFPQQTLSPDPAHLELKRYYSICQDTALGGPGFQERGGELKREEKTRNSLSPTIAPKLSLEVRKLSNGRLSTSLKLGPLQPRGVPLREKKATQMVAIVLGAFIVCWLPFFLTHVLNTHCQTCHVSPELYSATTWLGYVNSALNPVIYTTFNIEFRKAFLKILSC
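Cells expressing the human receptor were seeded at 1500 cells/well, incubated overnight at 37 degrees C in 5% CO2, then exposed to library compounds with dopamine controls for 90 minutes at 37 degrees C before luminescent detection.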
D3 ag – agonists of human D3 dopamine receptor; D3R DiscoveRx beta-arrestin cells, luminescence, 90 min; 410,000 compounds, 0.58% hits; AID 652048; max activation, %; P35462; in the data active = max activation above about 30%; also: 0% is about no effect; mostly tested at two doses, the higher about 12 µM
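Cells at 1500/well, incubated overnight, then treated with pinned compounds (dopamine as control) for 90 min at 37 degrees C. DiscoveRx reagent added for 30 - 60 minutes at room temperature; luminescence read.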
HT1080NT lethal – kills 2HG-producing HT-1080-NT fibrosarcoma cells; Potency, µM (series often up to 46.1 µM), for the others: at the highest dose activity, negative = less viability, hits mostly cytotoxic; 360,000 compounds, 1.6% hits; HT-1080-NT fibrosarcoma viability, CellTiter-Glo ATP luminescence, 48 h;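 also: NT is the 2HG producing partner of a matched IDH1 knockdown line; potency is read from the fitted curve at half-maximal effect; 0% = DMSO-treated cells and -100% = media-only wells without cells; nearly all actives have a fitted effect of over 55% in size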
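Compounds were tested in concentration-response format on HT-1080-NT cells for 48 hours at 37 degrees C. Cell viability came from CellTiter-Glo luminescence; curves were classified by r2, response magnitude and activity.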
GLP1R ag – activates the human GLP-1 receptor. Potency, µM (titrated, usually from 45.6 µM), inactives show top-dose activation, hits mostly activators. 380,000 compounds, 0.007% hits. AID 624172. P43220. HEK293 GLP-1R CRE-luciferase, luminescence, 4-6 h; cells express a hypersensitive GLP-1R form; also: potency is read from the fitted curve at half-maximal effect; % of control where 0% means no effect
Target sequence (P43220 whole entry, looked up): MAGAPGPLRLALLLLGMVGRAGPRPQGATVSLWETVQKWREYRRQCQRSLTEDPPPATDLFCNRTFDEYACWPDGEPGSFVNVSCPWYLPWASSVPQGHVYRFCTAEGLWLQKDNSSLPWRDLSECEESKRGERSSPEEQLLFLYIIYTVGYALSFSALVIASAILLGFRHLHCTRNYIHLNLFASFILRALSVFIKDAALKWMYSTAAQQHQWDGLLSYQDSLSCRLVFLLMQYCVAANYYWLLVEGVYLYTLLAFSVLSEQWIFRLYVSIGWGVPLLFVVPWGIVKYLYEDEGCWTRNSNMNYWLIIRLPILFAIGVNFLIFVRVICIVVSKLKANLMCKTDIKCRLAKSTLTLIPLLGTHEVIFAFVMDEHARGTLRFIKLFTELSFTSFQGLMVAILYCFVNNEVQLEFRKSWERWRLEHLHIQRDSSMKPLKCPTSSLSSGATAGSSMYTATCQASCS
IL1B secr inh – blocks inflammasome-driven IL-1 beta release; THP-1 LPS/ATP IL-1B secretion, AlphaLISA, 16 h; stronger effect = lower value; activity change, % at 57.5 µM; 360,000 compounds, 4.7% hits; AID 743279; in the data active = activity change below about -50%; inconclusive = mostly about -30% to -49%; also: % is scaled to controls: 0 for no effect and ±100 for the full control effect
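THP-1 cells pretreated 1 hr with compounds (up to 57.5 uM final), then stimulated with LPS (250 ng/mL final) plus ATP (1.25 mM final); secreted IL-1B measured by AlphaLISA after 16 hr, decreased signal indicating inhibition.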
Numbers without * were called inactive; i = inactive; ? = inconclusive; · = no result given; & = joins results of further samples. Unless noted, calls follow the shape of the dose curve; as a rule, active = well fitted curve in the direction sought with a large enough effect; inconclusive = small, poorly fitted or top-dose-only effect, or another doubt; inactive = no such curve, though single readings can be large; an effect the other way counts as inactive or inconclusive.

Structure	HT1080 IDH1KD tx	SW480 rerep	KB-3-1 tox	KB-V1 MDR tox	D3 antag	D3 ag	HT1080NT lethal	GLP1R ag	IL1B secr inh
CNC(=S)N/N=C/c1ccc(OCC(=O)Nc2c(C)cc(C)cc2C)c(OC)c1	-15%	4%	-17%	-17%	-25	-7	-21%	6%	42
O=C(Nc1c2c(nn1-c1ccc([N+](=O)[O-])cc1)CS(=O)(=O)C2)c1ccccc1F	11%	-13%	6%	-32%	-17	-7	7%	-1%	14
Cc1ccc(CSc2nc3c(c(=O)[nH]c(=O)n3C)n2CCC(C)C)cc1	10%	-18%	0%	?	9	11	-5%	10%	23
CC(C)NC(=O)CN(CCc1ccccc1)S(C)(=O)=O	4%	?	-2%	-16%	-17	-3	0%	-1%	17
Nc1c(C(=O)c2ccccc2)oc2ccc([N+](=O)[O-])cc12	-2%	7%	?	-1%	-11	-3	0%	1%	-7
Cc1ccc(-c2nnc(-c3ccc(NC(=O)Cc4cccs4)cc3)o2)cc1	?	11%	-1%	?	12	5	?	6%	18
Cc1cc(OCc2cc(C(=O)N(C)CCOc3ccccc3)no2)cc(C)c1Cl	-23%	-15%	0%	-24%	11	1	-2%	11%	-5
C=CCN1c2ccccc2[C@]23C[C@@H](C(=O)OC)N(C(=O)c4cc(C)oc4C)C2=NC(C(=O)OC)=C(C(=O)OC)[C@H]13	-16%	-6%	?	-18%	-2	1	-23%	1%	-65*
COc1ccc(/C=C2\Oc3cc(OCC(=O)N4CCC[C@H]4C(=O)O)ccc3C2=O)c(OC)c1OC	-3%	-16%	3%	2%	-26	-7	0%	-4%	22
CCN(CC)S(=O)(=O)c1ccc(/C=C/C(=O)OCC(=O)Nc2cccc3ccccc23)cc1	20%	-4%	6%	-2%	-16	-2	5%	3%	-9
C=CC[C@H]1C=C[C@@H](C(C(=O)OC)C(=O)OC)CN1C(C)=O	-2%	2%	19%	21%	-12	1	2%	-1%	23
OC(CCCC(O)c1ccccc1)c1ccccc1 (centres undefined)	17%	-1%	3%	2%	3	6	12%	-4%	-12
O=C1N=C(N2CCCC2)S/C1=C\c1cccc(Br)c1	?	5%	?	?	10	3	-27%	10%	-21
CCOC(=O)c1ccc(NC(=S)N2CCN(CCO)CC2)cc1	7%	-5%	16%	18%	9	5	20%	0%	-22
NCCSc1c(-c2ccc(Cl)cc2)[nH]c2ccccc12	0%	1%	-7%	-5%	23	-1	2%	-5%	-65*
CCN(CC(=O)NCc1cccs1)c1nnnn1-c1ccccc1	8%	?	?	?	-4	-1	-8%	-7%	3
Cc1cccc(C(=O)Nc2ccc3ccccc3c2)c1	-11%	6%	-14%	-16%	?	-6	-18%	-3%	-22
CC1=C(C(=O)N2CCCCCC2)CC(CC(=O)NCC2CCCCC2)C(=O)N1Cc1ccccc1 (centres undefined)	6%	·	0%	-3%	0	-5	8%	13%	-23
COc1ccc(CCNC(=O)CCCCn2c(=O)c3ccccc3n(Cc3ccccc3)c2=O)cc1OC	·	·	-3%	-6%	·	4	·	-2%	·
COc1cc(/C=N/NC(=S)Nc2cccc(S(=O)(=O)N(C)C)c2)cc(OC)c1O	9%	-2%	-5%	-2%	6	-3	0%	7%	-14
CC1=CC(C)C(/C=N/N=C(N)N)C(C)C1 (centres undefined)	16µM*	?	?	-14%	-3	6	?	-1%	-66*
Cc1ccc(S(=O)(=O)N(C)CCCC(=O)NC(C)(C)C)cc1	11%	-23%	0%	-14%	6	9	16%	4%	-10
Cc1ccccc1NS(=O)(=O)c1ccc2c3c(cccc13)C(=O)N2C	-24%	2%	-2%	?	15	1	-14%	23%	i
CSc1ccccc1C(=O)Nc1ccc(C)c(C)c1	?	-4%	-8%	?	-19	10	-17%	-10%	-9
C[C@H](CO)N1C[C@H](C)[C@@H](CN(C)S(C)(=O)=O)Oc2ccc(NC(=O)Nc3ccc4c(c3)OCO4)cc2C1=O	2%	?	0%	-7%	18	-5	26%	-2%	9

Following part.
Structure	HT1080 IDH1KD tx	SW480 rerep	KB-3-1 tox	KB-V1 MDR tox	D3 antag	D3 ag	HT1080NT lethal	GLP1R ag	IL1B secr inh
NS(=O)(=O)c1ccc(NC(=S)Nc2ccc(Br)c(Cl)c2)cc1	-26%	-6%	0%	0%	26	2	?	1%	-89*
CC1(C(=O)OCC(=O)NCCNC(=O)COC(=O)C2(C)CC2(Cl)Cl)CC1(Cl)Cl (centres undefined)	-7%	1%	·	·	-8	-7	-2%	2%	4
CC1CN(C(=O)CCC(=O)NCCc2ccccc2)c2ccccc2O1 (centres undefined)	0%	-7%	9%	-10%	3	-12	5%	3%	-20
CCOC(=O)C1(C(=O)OCC)NC(=O)CC1CC (centres undefined)	24%	-2%	26%	7%	-5	4	4%	-3%	0
CCc1ccc(NC(=O)CCc2nnc3ccc(N4CCC5(CC4)OCCO5)nn23)cc1	-5%	1%	10%	-7%	-5	-4	3%	5%	-3
COC(=O)c1ccc(N2C(=O)CC(N3CCOCC3)C2=O)cc1 (centres undefined)	12%	-6%	5%	24%	2	-2	23%	-15%	22
CC(=O)C1C(=O)c2c(cccc2[N+](=O)[O-])C1=Nc1ccc(S(N)(=O)=O)cc1 (centres undefined)	0%	-3%	-23%	0%	-9	-3	-2%	-1%	8
CN(C(=O)CCNC(=O)Cn1ccc2ccccc2c1=O)c1ccc(Br)cc1	-2%	0%	4%	-1%	1	3	3%	20%	-4
COC(=O)c1sccc1NC(=O)Cn1nnc(-c2ccc(C)cc2)n1	0%	-5%	1%	21µM*	26	14	6%	3%	5
Cc1ccc(OCc2cc(=O)n3c4c(sc3n2)CCCC4)cc1C	·	·	-7%	29%	·	9	·	1%	·
COc1ccc(-c2nnc(SCC(=O)N/N=C/c3ccccc3C(=O)O)n2-c2ccccc2)cc1	0%	8%	-4%	?	-8	1	-2%	28%	-6
COc1ccc(/C=C/C(=O)Oc2cccc(/C=N/NC(=O)Cc3ccc(Br)cc3)c2)cc1	18%	?	?	-2%	-8	4	11%	2%	28
O=C(NCc1ccc2c(c1)OCO2)C1CCCN1C(=O)Nc1ccc(Cl)cc1 (centres undefined)	0%	-19%	5%	-2%	-5	9	-6%	3%	8
CCOc1ccc(S(=O)(=O)N2CCC(C(=O)N3CCN(C)CC3)CC2)cc1Cl	-13%	88%	-13%	1%	16	5	1%	5%	-3
CCOC(=O)c1ccc(NC(=O)CSc2nnc(NC(=O)c3ccc(S(=O)(=O)N4CCOCC4)cc3)s2)cc1	0%	-2%	17%	-8%	-4	4	0%	9%	-7
O=C(NC(=S)NNC(=O)c1cccs1)c1ccco1	?	0%	?	?	28	24	?	-9%	6
CN(C)c1nc(N)c(C#N)c(C#N)c1C#N	11%	-2%	23%	-10%	1	5	12%	-1%	-1
CCOc1ccc(/C=C/C(=O)Nc2ccc(N3CCOCC3)cc2)cc1	14%	?	-9%	-9%	2	-2	14%	-6%	0
Cc1ccccc1OCc1nc(-c2ccc(NC(=O)c3ccco3)cc2)no1	-20%	0%	-9%	-1%	21	6	-14%	-24%	0
COC(=O)c1c(C(=O)OC)c(C)n(Cc2ccco2)c1C	-2%	1%	1%	0%	-12	3	-2%	1%	6
Nc1ccc(S(=O)(=O)Nc2nc(-c3ccccc3)cc(-c3ccccc3O)n2)cc1	?	·	11%	13%	-26	-11	-19%	-4%	17
CC(C)(C)CC(C)(C)NC(=O)Nc1cccc([N+](=O)[O-])c1	?	8%	-10%	0%	-16	3	?	-3%	-21
COc1cc(OC)cc(C(=O)N2CCN(C(=O)COc3ccc(C)cc3)CC2)c1	·	·	9%	?	·	7	·	14%	·
COc1ccc(Cc2nc(C(=O)NCc3ccccc3OC)cs2)cc1	5%	-1%	-12%	-4%	12	1	0%	2%	2
Cc1cccc(-c2nnn3c2nc(NCCc2ccc(S(N)(=O)=O)cc2)c2ccccc23)c1	-14%	2.3µM*	-11%&2%	11%&-1%	21	10&22	-5%	5%&-5%	-9
COc1ccc(CN2CCC(N3CCC(C(=O)N4CCOCC4)CC3)CC2)c(F)c1	0%	5%	2%	-6%	15	-2	-5%	2%	34
Cc1cc(C)n(-c2nc3c(c(=O)[nH]c(=O)n3C)n2CCc2ccccc2)n1	?	?	?	?	3	4	?	-1%	-1

Full records as entered above:
Cc1ccc(OCc2cc(=O)n3c4c(sc3n2)CCCC4)cc1C in the list: HT1080 IDH1KD tx = ·; SW480 rerep = ·; KB-3-1 tox = -7%; KB-V1 MDR tox = 29%; D3 antag = ·; D3 ag = 9; HT1080NT lethal = ·; GLP1R ag = 1%; IL1B secr inh = ·
CCOc1ccc(/C=C/C(=O)Nc2ccc(N3CCOCC3)cc2)cc1 in the list: HT1080 IDH1KD tx = 14%; SW480 rerep = ?; KB-3-1 tox = -9%; KB-V1 MDR tox = -9%; D3 antag = 2; D3 ag = -2; HT1080NT lethal = 14%; GLP1R ag = -6%; IL1B secr inh = 0
